# Assay outcomes as filed in PubChem.
# CCT modulator: modulators of cytosolic chaperonin (CCT/TRiC) activity | purified chaperonin ATPase assay, HTRF ADP detection, 30 min | activity change, % (concentration not given with the values), hits read low | 360,000 compounds, 0.3% hits | AID 651819; in the data active = activity change below about -30%; also: % is scaled to controls: 0 for no effect and ±100 for the full control effect
#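 First, chaperonin was dispensed at 40 nM or 20 nM final depending on batch activity. Next, compounds were pinned at 76 uM and ATP added at 10 uM. After 30 min at 37 °C, ADP detection reagents ran 30 min at ambient temperature.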
# PTHR1 agonist: agonists of human PTHR1 parathyroid hormone receptor; Q03431; HEK293 GP2 PTHR1 cells, GloSensor cAMP luminescence, 1 h; Potency, µM (highest dose often 115 µM), for inactives: at the top dose activation, usual class: activators; 410,000 compounds, 0.075% hits; AID 743266; also: potency is read from the fitted curve at half-maximal effect; nearly all actives have a fitted effect of over 55% in size; some results filed as inactive show a strong effect at the top dose; inactives centre near -15; many of its hits are not listed in these tables
# Target sequence (Q03431 whole entry, looked up): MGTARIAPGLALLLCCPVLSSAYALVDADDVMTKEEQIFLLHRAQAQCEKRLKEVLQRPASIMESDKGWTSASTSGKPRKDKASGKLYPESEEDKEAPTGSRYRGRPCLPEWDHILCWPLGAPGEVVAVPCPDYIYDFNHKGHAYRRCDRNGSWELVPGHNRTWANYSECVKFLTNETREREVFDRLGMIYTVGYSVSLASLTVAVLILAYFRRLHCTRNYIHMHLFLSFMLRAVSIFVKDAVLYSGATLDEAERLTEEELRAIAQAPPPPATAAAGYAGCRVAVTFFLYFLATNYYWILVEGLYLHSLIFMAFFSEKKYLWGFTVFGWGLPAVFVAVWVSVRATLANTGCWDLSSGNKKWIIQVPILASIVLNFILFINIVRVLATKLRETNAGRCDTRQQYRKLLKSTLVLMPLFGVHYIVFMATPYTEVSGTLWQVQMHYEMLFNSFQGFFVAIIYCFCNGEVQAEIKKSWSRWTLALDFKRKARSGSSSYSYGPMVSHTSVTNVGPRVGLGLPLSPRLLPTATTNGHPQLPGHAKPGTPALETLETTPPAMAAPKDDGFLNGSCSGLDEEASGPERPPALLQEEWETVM
#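 HEK-293-derived GP2 cells expressing PTHR1 and a GloSensor cAMP reporter, 3,000/well, plated overnight, given luciferin plus IBMX (each 0.5 mM as added) for 1 h at 37 °C, then compound for 1 h at 37 °C. Luminescence was read after 15 min at room temperature.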
# DRD3 agonist: agonists of human D3 dopamine receptor; P35462; D3R DiscoveRx beta-arrestin cells, luminescence, 90 min; max activation, %; 410,000 compounds, 0.58% hits; in the data active = max activation above about 30%; also: 0% is about no effect; mostly tested at two doses, the higher about 12 µM
# Target sequence (P35462 whole entry, looked up): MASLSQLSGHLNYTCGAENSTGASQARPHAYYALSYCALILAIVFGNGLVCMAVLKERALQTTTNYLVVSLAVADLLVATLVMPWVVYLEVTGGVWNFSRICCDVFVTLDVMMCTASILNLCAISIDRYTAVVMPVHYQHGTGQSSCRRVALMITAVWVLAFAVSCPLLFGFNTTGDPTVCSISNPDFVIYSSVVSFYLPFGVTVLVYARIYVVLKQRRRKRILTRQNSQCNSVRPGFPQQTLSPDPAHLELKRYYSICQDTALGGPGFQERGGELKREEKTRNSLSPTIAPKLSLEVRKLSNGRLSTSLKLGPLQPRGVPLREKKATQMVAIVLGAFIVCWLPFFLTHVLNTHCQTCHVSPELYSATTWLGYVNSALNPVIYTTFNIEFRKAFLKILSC
#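 Cells at 1500/well, incubated overnight, then treated with pinned compounds (dopamine as control) for 90 min at 37 degrees C. DiscoveRx reagent added for 30 - 60 minutes at room temperature; luminescence read.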
# Akt phos inh: Akt phosphorylation inhibition | 360,000 compounds, 0.32% hits | Neuro2A IGF-stimulated pAkt S473 HTRF, 20 min; stronger effect = lower value | AID 651550 | activity change, % for hits at 50 µM; in the data active = activity change below about -80%; inconclusive = mostly about -51% to -80%; also: % is scaled to controls: 0 for no effect and ±100 for the full control effect
#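 Single-point screen (50 µM final compound) in Neuro2A cells stimulated 20 min with 6 nM IGF at 37 deg C. After lysis, Ser473-phosphorylated Akt read by HTRF (ex 330 nm, em 615/665 nm) as the 665/615 ratio.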
# Mm-Cpn inhibitor: blocks the Methanococcus maripaludis chaperonin Mm-Cpn; Potency, µM (doses to about 76.9 µM), for the others: top-dose activity, negative = inhibition, actives largely listed as inhibitors; purified Mm-Cpn ATPase, ADP Transcreener TR-FRET; 330,000 compounds, 0.031% hits; also: potency is read from the fitted curve at half-maximal effect; % is scaled to controls: 0 for no effect and ±100 for the full control effect; nearly all actives have a fitted effect of over 80% in size
#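 ATP (10 uM final) was added to archaeal chaperonin (25 nM final) after 10 min exposure to test compound at 37°C; after 30 min further incubation, ADP was detected by competitive TR-FRET.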
# EPAC2 agonist: activates human EPAC2 exchange factor | Potency, µM (titrated, usually from 154 µM), for inactives: at the highest dose activation, usual class: activators | Q8WZA2 | 360,000 compounds, 0.079% hits | EPAC2 activation, biochemical qHTS; response scale: 100% = 6.5 mM cAMP response | AID 720711; also: potency is read from the fitted curve at half-maximal effect; nearly all actives have a fitted effect of over 50% in size
#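 qHTS, titration series. 100 nM EPAC2 / 250 nM Rap1B-BODIPY-GDP / 50 uM GDP; RT; ex 480/em 540 nm, 5-min reads to 30 min. Norm. to 6.5 mM cAMP = activation.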
# DRD3 antagonist: blocks the human D3 dopamine receptor | P35462 | D3R cells, DiscoveRx beta-arrestin luminescence, antagonist mode; stronger effect = lower value | max response, negative = inhibition, % | 360,000 compounds, 2.5% hits; in the data active = max response below about -50%; inconclusive = no clear call, values can overlap the other calls; also: % is scaled to controls: 0 for no effect and ±100 for the full control effect; mostly tested at two doses, the higher about 12 µM
#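 Cells expressing the human receptor were seeded at 1500 cells/well, incubated overnight at 37 degrees C in 5% CO2, then exposed to library compounds with dopamine controls for 90 minutes at 37 degrees C before luminescent detection.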
# EPAC2 antagonist: antagonists of human EPAC2; EPAC2 GEF exchange of Rap1B-BODIPY-GDP, fluorescence; Q8WZA2; Potency, µM (series often up to 114 µM), for inactives: at the highest dose activity, negative = inhibition, hits mostly inhibitors; 360,000 compounds, 0.18% hits; AID 720708; also: potency is read from the fitted curve at half-maximal effect; % is scaled to controls: 0 for no effect and ±100 for the full control effect; nearly all actives have a fitted effect of over 45% in size; many of its hits are not listed in these tables
# * hit, by the source's call; i = inactive; ? = inconclusive; . = not tested or not shown; [ ] = another dose, or the depositor's remark. Unless noted, calls follow the shape of the dose curve; as a rule, active = well fitted curve in the direction sought with a large enough effect; inconclusive = small, poorly fitted or top-dose-only effect, or another doubt; inactive = no such curve, though single readings can be large; an effect the other way counts as inactive or inconclusive. An excerpt; rates above refer to the full screens.
# Every second line gives: CCT modulator	PTHR1 agonist	DRD3 agonist	Akt phos inh	Mm-Cpn inhibitor	EPAC2 agonist	DRD3 antagonist	EPAC2 antagonist
Cc1ccc(C(O)CN2C3=NCCCN3c3ccccc32)cc1 (stereo not drawn)
  -0.6	i	-6	i	0%	3%	11	-4%
COC(=O)C1=NN[C@H](C(=O)OC)[C@H]1c1ccccc1
  1.3	-10%	1	i	1%	8%	-4	-3%
Cc1c(NC(=O)C(C)Sc2nc(N)cc(=O)[nH]2)c(=O)n(-c2ccccc2)n1C (stereo not drawn)
  0.8	-13%	9	i	-1%	5%	4	5%
CCOC(=O)CC1(NC(=O)C2CCC(=O)N(C3CC3)C2)CCCCC1 (stereo not drawn)
  -3.7	i	-8	i	3%	14%	-20	4%
O=C(COC(=O)CSc1ccc(Br)cc1)NCc1ccco1
  0.9	-17%	4	i	3%	4%	0	3%
Nc1nc(SCC(=O)NCc2ccccc2)n[nH]1
  -0.3	i	3	i	1%	0%	9	14%
N#Cc1ccc(C(=O)Nc2cccc3ncccc23)c(F)c1
  1.3	2%	-3	i	0%	-8%	16	12%
CCN(C(=O)c1cc2c(=O)n3ccccc3nc2n1CCCOC)C1CCCCC1
  2.4	-28%	5	i	1%	-7%	7	-10%
Cc1ccc2cc(C(=O)O)c(C)nc2c1
  0.7	-1%	-1	i	1%	3%	26	13%
Cc1c(C2(O)C(=O)Nc3ccc(F)cc32)c(=O)n(-c2ccccc2)n1C (stereo not drawn)
  -1.3	i	1	i	1%	0%	3	4%
COc1cc(CC(=O)NCCCc2ccccc2)cc(OC)c1OC
  -2.4	-11%	7	i	0%	9%	-16	-4%
Cc1ccc(CC(=O)NC2CCSC2=O)cc1 (stereo not drawn)
  -0.7	-1%	0	i	-2%	7%	-5	-4%
Cc1occc1-c1nnc(SCC(=O)NCCc2ccccc2)n1Cc1ccccc1
  1.2	-18%	1	i	-1%	-4%	?	-9%
O=C(O)c1ccc(CNC(=O)c2ccccc2NC(=O)c2cccc([N+](=O)[O-])c2)cc1
  1.9	?	-8	i	-1%	8%	-27	-1%
CCc1ccccc1OCCCN1CCCC1
  2.4	-21%	-2	i	-1%	1%	?	6%
NC(=O)C1CCN(C(=O)C2CCN(C(=O)Nc3ccccc3)CC2)CC1
  -1.6	i	11	i	3%	-1%	22	17%
COc1ccccc1C1CC(c2ccc(F)cc2)Nc2ncnn21 (stereo not drawn)
  2.2	i	-9	i	0%	-4%	?	6%
CC(NC(=O)COC(=O)Cc1ccsc1)c1ccccc1 (stereo not drawn)
  0.4	-25%	4	i	3%	-2%	29	7%
[O-]/C(=C(\C(=S)NCc1ccccc1)[n+]1ccccc1)c1ccc(Cl)s1
  -6.4	i	-17	i	-3%	8%	-4	1%
CCCCCC(O)(CCCCC)C(=O)NNc1ccccc1
  -2.6	-54%[inhibitor][57.5 µM]	-7	i	-7%	-30%[inhibitor]	?	3%
Cc1cccc(Nc2nc(NCc3ccco3)c3ccccc3n2)c1
  -1.6	-45%[inhibitor]	20	i	2%	23%	-22	-9%
CCCCOc1ccc(CCC(=O)N/N=C/c2ccco2)cc1
  1.4	i	9	i	-13%	5%	10	-14%
C=CCN1C(=O)CN=C1NCc1ccccc1
  -0.5	-6%[57.5 µM]	0	i	-1%	8%	-13	17%
O=C(c1cccc(S(=O)(=O)N2CCN(c3ccc(F)cc3)CC2)c1)N1CCCC(C(F)(F)F)C1 (stereo not drawn)
  -3.5	0%	-25	i	0%	-3%	-2	-6%
Nc1nc(Br)c2c(F)cccc2c1-c1ccccc1
  -1.0	i	-2	i	1%	11%	-15	-1%
Cc1cccc(NC(=S)NNC(=O)c2csc3c2CCC(C)C3)c1 (stereo not drawn)
  -1.1	i	-11	i	0%	13%	-14	-15%
O=C(NC1=NCCS1)Nc1ccccc1
  -0.9	-7%	1	i	-1%	3%	2	1%
Cc1ccc(-c2nn(-c3cc(N4CCNCC4)ccc3[N+](=O)[O-])c(=O)c3ccccc23)cc1
  -0.1	-10%	-1	i	0%	4%	-11	-6%
C=C1CN(Cc2ccccc2)S(=O)(=O)c2ccccc21
  0.6	i	6	i	-1%	15%	5	?
Cc1cc([N+](=O)[O-])c(C)cc1-c1ccc(/C=N/NC(=O)Cn2nnnc2N)o1
  -9.6	-18%	-5	i	0%	11%	-14	-10%
O=S1(=O)N[C@H](c2ccccc2)C[C@H](c2ccc(C(F)(F)F)cc2)O1
  -1.3	-42%[inhibitor]	-17	i	-18%	7%	-4	-18%
CC1(C)CCc2cc(CN3CCN(c4ccccn4)CC3)ccc2O1
  -3.7	-19%	-12	i	0%	-5%	?	-12%
O=C(c1ccco1)c1cn(CC(=O)N2CCCCCC2)c2ccccc12
  -1.6	i	4	i	0%	4%	20	11%
COc1cc(CN2CCCC(C(=O)c3ccccc3SC)C2)cc(OC)c1 (stereo not drawn)
  -2.0	-29%	-9	i	-2%	11%	-14	-14%
Cc1cc(NC(=O)Nc2cccc(Cl)c2)no1
  1.9	i	1	i	.	12%	-3	2%
OC(COc1ccc(Cl)cc1)CN1CCN(c2cccc(Cl)c2)CC1 (stereo not drawn)
  0.1	-20%	1	i	-8%	11%	?	-7%
CCC1(c2ccccc2)NC(=O)N(CC(=O)NCc2ccc(OC)cc2)C1=O (stereo not drawn)
  -2.6	i	1	i	3%	11%	12	-5%
O=C(c1ccc(Cl)c(S(=O)(=O)N2CCCC2)c1)N1CCN(c2ccc(F)cc2)CC1
  -0.2	-37%[inhibitor]	-1	i	1%	12%	-5	-3%
OC(c1ccccc1)(c1ccccc1)C1CCN(CCCOc2ccc(F)cc2)CC1
  -2.6	i	-14	i	.	10%	-95*	-12%
CCCCCN1C(C)=CC(=C(C#N)C#N)C=C1C
  -3.7	-95%[inhibitor]	3	i	2%	2%	-5	4%
CN(C)c1cccc(CNC(=O)c2csc(COCCO)n2)c1
  0.7	1%	6	i	.	0%	-14	8%
COc1ccc(NC(=O)N(C)C[C@H]2Oc3ccc(NC(=O)Nc4ccc5c(c4)OCO5)cc3C(=O)N([C@H](C)CO)C[C@@H]2C)cc1
  0.4	-9%	23	i	.	7%	3	-8%
CC(C)(C)c1ccc(C2=NC(=O)C(CC(=O)O)S2)cc1 (stereo not drawn)
  -1.7	i	-8	i	1%	10%	-8	4%
COc1ccc(/C=C/C(=O)NCC2COc3ccccc3O2)cc1OC (stereo not drawn)
  -3.8	-12%	4	i	-1%	1%	-9	-8%
CCCC(=O)Nc1ccc(NCc2ccc(C)s2)cc1
  -4.5	i	6	i	-2%	6%	-7	-3%
O=C(O)c1ccc(S(=O)(=O)N2CCC(n3nnc4cc(C(F)(F)F)ccc43)CC2)cc1
  1.6	i	11	i	0%	4%	-11	-6%
Cc1nc2ccccc2n1CCc1nc2c3ccccc3nc(=S)n2[nH]1
  -0.4	-8%[57.5 µM]	11	i	1%	1%	-21	19%
O=C(Nc1ccccc1)NC1(C(=O)NCc2cccs2)CCCCC1
  -1.2	-22%	1	i	-2%	3%	-10	8%
CC[C@@H](C)[C@@H](CO)NC(=O)[C@H]1O[C@@H](n2cnc3c(N)ncnc32)[C@H](O)[C@@H]1O
  -0.2	i	7	i	.	1%	13	6%
c1ccc2c(c1)ccn2CCCN1CCCCC1
  -4.3	-4%	-14	i	.	2%	-1	4%
Cc1ccc(C(=O)NCC(=O)N2CCCN(C)CC2)cc1C
  -3.4	-5%	-23	i	1%	0%	-15	5%
CCCCOc1ccc(Cc2cnc(N)nc2N)cc1
  -1.2	i	1	i	0%	2%	-14	1%
Cc1ccccc1C(=O)NC(=S)Nc1ccc2[nH]c(=O)[nH]c2c1
  -4.3	-34%[inhibitor]	-4	i	0%	7%	-4	2%
Cn1c(NC(=O)/C=C/c2ccc(Cl)c(Cl)c2)cc(=O)n(C)c1=O
  1.1	i	1	i	-1%	-20%	-1	1%
COc1cc(OC)c2ccc(=O)oc2c1C(CC(=O)N1CCCC1)c1ccc(N(C)C)cc1 (stereo not drawn)
  -0.7	-20%	-2	i	1%	3%	-12	-9%

# Filtered by structure: the entries above with an aryl methoxy group (7)
# Every second line gives: CCT modulator	PTHR1 agonist	DRD3 agonist	Akt phos inh	Mm-Cpn inhibitor	EPAC2 agonist	DRD3 antagonist	EPAC2 antagonist
COc1cc(CC(=O)NCCCc2ccccc2)cc(OC)c1OC
  -2.4	-11%	7	i	0%	9%	-16	-4%
COc1ccccc1C1CC(c2ccc(F)cc2)Nc2ncnn21 (stereo not drawn)
  2.2	i	-9	i	0%	-4%	?	6%
COc1cc(CN2CCCC(C(=O)c3ccccc3SC)C2)cc(OC)c1 (stereo not drawn)
  -2.0	-29%	-9	i	-2%	11%	-14	-14%
CCC1(c2ccccc2)NC(=O)N(CC(=O)NCc2ccc(OC)cc2)C1=O (stereo not drawn)
  -2.6	i	1	i	3%	11%	12	-5%
COc1ccc(NC(=O)N(C)C[C@H]2Oc3ccc(NC(=O)Nc4ccc5c(c4)OCO5)cc3C(=O)N([C@H](C)CO)C[C@@H]2C)cc1
  0.4	-9%	23	i	.	7%	3	-8%
COc1ccc(/C=C/C(=O)NCC2COc3ccccc3O2)cc1OC (stereo not drawn)
  -3.8	-12%	4	i	-1%	1%	-9	-8%
COc1cc(OC)c2ccc(=O)oc2c1C(CC(=O)N1CCCC1)c1ccc(N(C)C)cc1 (stereo not drawn)
  -0.7	-20%	-2	i	1%	3%	-12	-9%

# Part of the list above, as comma-separated lines:
SMILES,CCT modulator,PTHR1 agonist,DRD3 agonist,Akt phos inh,Mm-Cpn inhibitor,EPAC2 agonist,DRD3 antagonist,EPAC2 antagonist
Cc1ccccc1C(=O)NC(=S)Nc1ccc2[nH]c(=O)[nH]c2c1,-4.3,-34%[inhibitor],-4,i,0%,7%,-4,2%
O=C(Nc1ccccc1)NC1(C(=O)NCc2cccs2)CCCCC1,-1.2,-22%,1,i,-2%,3%,-10,8%
